Screening data deposited in PubChem BioAssay by The Scripps Research Institute Molecular Screening Center.
MITF inh: blocks human microphthalmia-associated transcription factor; AID 1259374; AlphaScreen MITF homodimerization, bead proximity signal; inhibition, % at 2.6 µM; 650,000 tested, 0.91% active; O75030; in the data active = inhibition above about 50%;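 note: 0% = vehicle wells with protein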
FBW7 act: activators of human E3 ligase FBW7; Q969H0; AlphaScreen FBW7–phospho-cyclin E peptide binding, activator screen; normalized activity (activation), % at 26.1 µM; 650,000 tested, 0.13% active; in the data active = normalized activity above about 1.9%;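 note: purified mutant Fbw7 with reduced substrate affinity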
Target sequence (Q969H0 whole entry, looked up): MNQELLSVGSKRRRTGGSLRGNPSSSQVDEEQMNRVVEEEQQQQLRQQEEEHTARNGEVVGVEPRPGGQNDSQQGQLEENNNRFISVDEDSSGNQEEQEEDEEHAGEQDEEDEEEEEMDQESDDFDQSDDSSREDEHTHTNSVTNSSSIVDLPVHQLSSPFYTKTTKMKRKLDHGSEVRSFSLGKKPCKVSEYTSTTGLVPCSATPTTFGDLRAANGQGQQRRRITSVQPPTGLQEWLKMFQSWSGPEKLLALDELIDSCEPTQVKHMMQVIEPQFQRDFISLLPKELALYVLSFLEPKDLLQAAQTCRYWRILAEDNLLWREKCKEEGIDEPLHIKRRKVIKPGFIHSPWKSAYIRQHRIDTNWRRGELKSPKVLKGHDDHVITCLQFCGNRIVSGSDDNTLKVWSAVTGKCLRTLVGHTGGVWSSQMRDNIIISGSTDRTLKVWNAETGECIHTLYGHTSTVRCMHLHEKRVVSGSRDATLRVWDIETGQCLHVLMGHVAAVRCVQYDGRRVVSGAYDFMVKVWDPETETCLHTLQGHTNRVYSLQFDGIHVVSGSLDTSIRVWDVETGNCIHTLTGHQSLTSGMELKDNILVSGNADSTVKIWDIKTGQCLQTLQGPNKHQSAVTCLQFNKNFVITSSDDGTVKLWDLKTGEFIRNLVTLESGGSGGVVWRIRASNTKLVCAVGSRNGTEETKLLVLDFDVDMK
TEAD-YAP block: TEAD-YAP interaction inhibition | HEK-TIYL cells, TEAD-Gal4/YAP UAS-luciferase luminescence | inhibition, % at 9.12 µM | 640,000 tested, 1.4% active; in the data active = inhibition above about 32%;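 note: 0% = median of test compound wells and 100% = reference inhibitor wells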
GPR151 activ: activators of human GPR151; 650,000 tested, 1% active; activation, % at 11.2 µM; PathHunter beta-arrestin GPR151 cells, luminescence; Q8TDV0; in the data active = activation above about 4.9%;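 note: 0% = median of compound wells and 100% = cells with positive control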
Target sequence (Q8TDV0 whole entry, looked up): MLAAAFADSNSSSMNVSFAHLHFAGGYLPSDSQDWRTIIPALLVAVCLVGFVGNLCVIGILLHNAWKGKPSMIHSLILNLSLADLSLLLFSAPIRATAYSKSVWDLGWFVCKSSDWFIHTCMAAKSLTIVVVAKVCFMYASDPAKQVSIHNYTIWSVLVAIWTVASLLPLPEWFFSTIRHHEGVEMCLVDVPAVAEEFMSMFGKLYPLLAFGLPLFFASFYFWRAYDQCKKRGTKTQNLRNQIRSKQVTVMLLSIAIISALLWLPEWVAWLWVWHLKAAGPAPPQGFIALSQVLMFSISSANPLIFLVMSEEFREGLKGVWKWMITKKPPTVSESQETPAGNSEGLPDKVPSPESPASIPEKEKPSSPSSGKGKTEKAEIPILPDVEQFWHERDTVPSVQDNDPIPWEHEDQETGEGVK
* = called active by the depositor; nt = not tested or not shown.

SMILES	MITF inh	FBW7 act	TEAD-YAP block	GPR151 activ
CCN1C(C)=C(C(=O)OC)[C@@H](c2ccccc2)N2C(=O)[C@@]3(C(=O)OC)O[C@@]12[C@@H]1C(=O)CCC[C@@H]13	21	0.3	nt	-0.8
Cc1cccc(-c2ocnc2C(=O)N2CCN(C(=O)c3cccs3)CC2)c1	5	0.3	13	-0.2
CCOc1cc(C2C(C#N)=C(N)Oc3n[nH]c(-c4cc(OC)c(OC)c(OC)c4)c32)ccc1OC(=O)N1CCOCC1 (stereo unspecified)	3	-0.1	-4	-1.1
Cc1ccc(SCC(=O)N2CCN(C)CC2)cc1	4	0.0	-29	3.1
Cc1ccc(NC(=O)CCC(=O)N/N=C/c2ccc(Br)cc2)cc1	13	0.0	10	-0.2
COC(=O)[C@@H](NC(=O)C1CCN(c2nc(C)c3ccc(C)cc3n2)CC1)c1ccccc1	-2	-0.1	-13	0.5
S=c1[nH]nc(-c2ccncc2)n1/N=C/c1c[nH]c2ccccc12	13	-0.3	27	-0.5
CN(C)c1cccc(Nc2nc(NCc3nc4ccccc4[nH]3)c3[nH]cnc3n2)c1	10	-0.2	4	-2.0
N#Cc1nc(-c2ccc(F)cc2)oc1NCc1ccccc1	1	0.0	-6	-0.8
O=C(NCC1(O)CCCC1)c1cc2ccccc2o1	12	0.2	-30	1.7
CN1C(=O)c2ccccc2C(C(=O)NCc2ccco2)C1c1cn(C)c2ccccc12 (stereo unspecified)	28	0.6	7	-1.2
CN(C)CCCOC(=O)c1ccc2c(c1)OCO2	-1	-0.1	-7	-0.6
CCOC(=O)C1CCN(c2ncnc3sc(C)c(C)c23)CC1	0	-0.3	-13	2.9
COc1nc(NCCCN2CCCC2=O)nc(-c2ccccc2)n1	14	0.0	6	0.2
COc1cc(NC(=O)c2cc(S(=O)(=O)N3CCOCC3)ccc2Br)c(C(=O)O)cc1OC	3	0.1	4	-0.3
Cc1ccc(S(=O)(=O)NCCN2CCN(CCOc3ccc(Cl)cc3)CC2)cc1	-2	0.0	13	0.4
O=S(=O)(/N=C(\N=C1CCN(c2ccccc2)N1)c1ccccc1)c1ccccc1	-15	0.0	-16	-1.0
O=C(OCc1ccc2c(c1)OCO2)c1cc2ccccc2oc1=O	10	0.1	6	2.3
COc1cc(C2NC(=O)NC(C)=C2C(=O)OCc2ccc(C)cc2)cc(OC)c1OC (stereo unspecified)	5	-0.2	-3	2.6
c1ccc(-c2ccc(Nc3ncnc4[nH]ncc34)cc2)cc1	1	-0.1	3	0.4
CCC1=CC2C(=O)C(c3ccc(F)cc3)=COC2C=C1OC(C)=O (stereo unspecified)	22	0.4	-23	-0.9
CCOC(=O)c1cc(NC(=O)CSc2ccc([N+](=O)[O-])cn2)ccc1Cl	-18	0.0	-1	-1.3
CCCCC(=O)Nc1nnc(C2CCCCC2)s1	1	0.0	-10	-0.3
Cc1ccc(S(=O)(=O)N2CCN(Cc3c[nH]c4ccccc34)CC2)cc1	24	-0.1	-3	-0.3
COc1ccc(/C=N/Nc2nc(N3CCCC3)nc(N3CCCC3)n2)cc1O	13	0.3	5	0.2
CC1CCN(C(=S)SCC(=O)N2c3ccccc3-c3c(ssc3=S)C2(C)C)CC1	-1	-0.1	-6	0.6
N#Cc1c(NC(=O)c2ccc(Cc3ccccc3)cc2)sc2c1CCC2	-16	0.3	11	1.8
COc1ccccc1N1CCN(S(=O)(=O)c2c(C)c(C)cc(C)c2C)CC1	7	-0.2	-13	-1.0
O=C1CCCCC1Sc1nnc(NC2CCCCC2)s1 (stereo unspecified)	1	0.0	-70	4.5
CCCOc1ccc(/C=c2\sc3n(c2=O)C(c2ccccc2OC(C)C)C(C(=O)OCC)=C(C)N=3)cc1OC (stereo unspecified)	3	0.1	-2	0.6
COc1ccc(-n2nc(C(=O)NC3CCCCC3)c3ccccc3c2=O)cc1	8	-0.1	-4	1.8
CC(=O)c1cccc(NC(=O)c2nc(-c3ccccc3)oc2C)c1	-4	0.0	3	1.0
CCOC(=O)C1CCCCN1Cc1ccc(F)cc1F (stereo unspecified)	-3	-0.1	-2	2.2
COc1ccc(C2=NOC(C(=O)NCCc3ccccc3)C2)cc1OC (stereo unspecified)	8	0.1	-5	-0.2
CC1(C)CC(C(=O)NCCN2Cc3ccccc3OC(c3ccccc3F)C2)CCO1 (stereo unspecified)	7	0.0	1	1.2
Cc1c(C(=O)NCCOc2cccc3cccnc23)cnn1-c1ccccc1	-9	0.0	6	1.5
O=C1CNc2c(c(=O)oc3ccccc23)N1	11	0.0	-12	0.5
CC(C)=CCCC(C)CN1CCc2nnc(CNC(=O)Cc3ccccc3)n2CC1 (stereo unspecified)	-4	0.1	3	0.0
CCOc1cccc(C2CC(c3ccc(OC)cc3)=NC(c3ccccc3F)N2)c1O (stereo unspecified)	1	0.3	-25	-0.8
Fc1ccc(Cc2cnc(Nc3ccccc3)s2)cc1	-11	0.0	-29	2.9

Part of the list above in order of SMILES length, lowest first:
SMILES	MITF inh	FBW7 act	TEAD-YAP block	GPR151 activ
O=C1CNc2c(c(=O)oc3ccccc23)N1	11	0.0	-12	0.5
COc1ccc(-n2nc(C(=O)NC3CCCCC3)c3ccccc3c2=O)cc1	8	-0.1	-4	1.8
COc1ccccc1N1CCN(S(=O)(=O)c2c(C)c(C)cc(C)c2C)CC1	7	-0.2	-13	-1.0

Returning to the listing; the two compounds before the break are reprinted first.
SMILES	MITF inh	FBW7 act	TEAD-YAP block	GPR151 activ
CCOc1cccc(C2CC(c3ccc(OC)cc3)=NC(c3ccccc3F)N2)c1O (stereo unspecified)	1	0.3	-25	-0.8
Fc1ccc(Cc2cnc(Nc3ccccc3)s2)cc1	-11	0.0	-29	2.9
c1ccc(CNc2ccc3ccccc3n2)nc1	17	0.2	-19	-5.1
CN(Cc1nnc(-c2ccccc2)o1)Cc1cc(-c2ncccn2)ccc1O	6	-0.1	-2	11*
CCCC(O)(CCN1CCOCC1)c1ccc(Br)cc1 (stereo unspecified)	-2	0.1	-8	1.2
O=C(NC1CCCCC1)c1cc(S(=O)(=O)N2CCCC2)c[nH]1	2	-0.1	-3	-1.5
Cc1ccc(NC(=O)c2ccc([N+](=O)[O-])c(C)c2)nc1	-11	-0.1	-66	-1.4
CCOc1ccc(Nc2nc(C3(C)CC(CC(C)C)C(=O)O3)cs2)cc1 (stereo unspecified)	7	0.1	7	0.3
S=c1[nH]nc(-c2cccnc2)n1/N=C/C=C/c1ccco1	71*	0.0	1	0.5
COc1cccc(OCc2nnc(SCC(=O)OCc3ccccc3)o2)c1	-4	-0.1	3	-0.9
CNC1=C(N(Cc2ccc(Cl)c(Cl)c2)C(C)=O)C(=O)c2ccccc2C1=O	10	-0.2	83*	-1.6
CCOC(=O)CN1C(=O)S/C(=C/c2ccc(Br)s2)C1=O	15	-0.1	7	0.0
O=C(NC(=S)Nc1cccc(Cl)c1N1CCOCC1)c1ccco1	15	0.0	9	1.9
O=C(CSc1cn(CCNC(=O)c2ccc(F)cc2)c2ccccc12)Nc1ccc2c(c1)OCCO2	9	0.3	16	0.1
Cc1cccc(NC(=O)Nc2ccc(NC(=O)Nc3cccc(C)c3)cc2)c1	5	0.1	-5	-2.2
N#Cc1ccc(NC(=O)COC(=O)c2cc(F)cc(F)c2)cc1	4	0.0	-8	-1.1
CCC[C@@H]1NC(=O)[C@H]2CN(C(=O)c3cccs3)CCN2C1=O	9	0.3	8	1.5
CC1CCCC(C)N1CCCNC(=O)CCc1cn(C)c2ccccc12 (stereo unspecified)	-2	-0.2	-1	1.0
O=[N+]([O-])c1cc(Cl)cc2c1OC1(N3CCOCC3)CCCCC1=C2 (stereo unspecified)	-7	0.0	-1	-0.9
CCCCN(CC)S(=O)(=O)c1ccc(C(=O)Nc2ccc3sc(C)nc3c2)cc1	21	0.0	53*	-0.1
CC1(C)NC(=O)N(CC(O)COc2ccc3ccccc3c2Br)C1=O (stereo unspecified)	-5	-0.1	-13	2.6
CN(Cc1ccccc1)C(=O)c1ccc(N2CC3CC(C2)c2cccc(=O)n2C3)c(NS(=O)(=O)CC23CCC(CC2=O)C3(C)C)c1 (stereo unspecified)	0	-0.1	5	1.0

Taken from above.
MITF inh result of O=C(CSc1cn(CCNC(=O)c2ccc(F)cc2)c2ccccc12)Nc1ccc2c(c1)OCCO2 → 9
TEAD-YAP block result of COc1nc(NCCCN2CCCC2=O)nc(-c2ccccc2)n1 → 6
GPR151 activ result of Cc1ccc(S(=O)(=O)NCCN2CCN(CCOc3ccc(Cl)cc3)CC2)cc1 → 0.4

Continued:
SMILES	MITF inh	FBW7 act	TEAD-YAP block	GPR151 activ
N#Cc1ccc(/C=C2\SC(=S)N(N3C(=O)C4CC4C3=O)C2=O)cc1 (stereo unspecified)	-2	0.2	-4	3.4
Cc1cccc(N2C(=O)NC(=O)/C(=C\c3ccc(OC(C)C(=O)O)cc3)C2=O)c1 (stereo unspecified)	11	-0.1	7	0.9
O=C(NC1CCN(Cc2ccccc2)CC1)c1ccc(I)cc1	21	0.0	nt	-1.1
COc1ccc(CCNS(=O)(=O)CC23CCC(CC2=O)C3(C)C)cc1OC (stereo unspecified)	14	0.0	5	-0.5
COC(=O)c1c(NC(=O)CSc2nnc(C)s2)sc(C(C)=O)c1C	5	0.0	3	7.4*
N#CCc1ccc(NC2SC(=O)NC2=O)cc1 (stereo unspecified)	5	0.0	0	0.5
Cc1nc2ccccc2n1CC(O)COc1cccc(N)c1 (stereo unspecified)	-2	-0.3	4	2.7
CC(C)(C)C1CCc2c(sc(NC(=O)c3ccccc3Cl)c2C(=O)N2CCOCC2)C1 (stereo unspecified)	9	0.0	-1	2.8
CSc1cccc(NC(=O)/C=C/c2ccc([N+](=O)[O-])cc2)c1	4	-0.2	-7	-0.6
COC(=O)c1ccccc1Oc1ccc(N2CC(=O)C2(C)C)cc1	2	-0.1	-22	0.1
CCCCNC(=O)CSc1nc2ccccc2n1S(=O)(=O)c1ccc(NC(C)=O)c(Cl)c1	-3	-0.1	1	-1.5
O=C(Nc1nnc(CCc2ccccc2)s1)c1cccc(Br)c1	-4	0.2	-10	0.6
N#CC1=C(N)SC(N)=C(C#N)C1Cc1ccccc1	8	0.0	7	-0.5
COc1ccc(NS(=O)(=O)c2c(Cl)cccc2Cl)cc1S(N)(=O)=O	-5	-0.1	0	-0.8
O=C(CC(c1ccccc1)c1ccccc1)N1CCOCC1	-2	-0.1	-4	-0.8
COC(=O)CCSCC(=O)Nc1nccs1	4	-0.1	-1	-1.9
Cc1cc(Cl)cc(C)c1OCCCn1ccnc1	6	0.1	-5	0.4
CC1(C)CC(=O)C2=C(C1)OC(N)=C(C#N)C2c1ccc(C(C)(C)C)s1 (stereo unspecified)	4	-0.1	-6	-1.0
O=C(CSc1nc(NCCc2ccccc2)c2ccccc2n1)NCC1CCCO1 (stereo unspecified)	10	0.7	-8	2.8
COc1nc(NCc2ccc(Cl)cc2)nc(OC)n1	-6	-0.1	-24	-2.0

Rewritten with two lines to a compound: part of the list above.
Below each compound: MITF inh, FBW7 act, TEAD-YAP block, GPR151 activ
CCCCNC(=O)CSc1nc2ccccc2n1S(=O)(=O)c1ccc(NC(C)=O)c(Cl)c1
→ -3, -0.1, 1, -1.5
O=C(Nc1nnc(CCc2ccccc2)s1)c1cccc(Br)c1
→ -4, 0.2, -10, 0.6
N#CC1=C(N)SC(N)=C(C#N)C1Cc1ccccc1
→ 8, 0.0, 7, -0.5
COc1ccc(NS(=O)(=O)c2c(Cl)cccc2Cl)cc1S(N)(=O)=O
→ -5, -0.1, 0, -0.8
O=C(CC(c1ccccc1)c1ccccc1)N1CCOCC1
→ -2, -0.1, -4, -0.8
COC(=O)CCSCC(=O)Nc1nccs1
→ 4, -0.1, -1, -1.9

Additional compounds.
SMILES	MITF inh	FBW7 act	TEAD-YAP block	GPR151 activ
CCOC(=O)c1c(NC(=O)CSc2nnc(CNC(=O)c3ccco3)n2-c2cccc(C(F)(F)F)c2)sc2c1CCCCC2	-11	0.1	-9	-1.1
CCOC(=O)C1CCN(C(=O)C(Cc2ccccc2)NS(=O)(=O)c2ccc(Cl)cc2)CC1 (stereo unspecified)	-1	0.0	-9	-1.4
COc1cc(N)c(Cl)cc1C(=O)OCC(=O)N1c2ccccc2CC1C (stereo unspecified)	17	0.2	-14	-1.1
CC1CCc2c(sc(NC(=O)c3ccco3)c2C(=O)N2CCOCC2)C1 (stereo unspecified)	1	-0.1	-2	0.2
CC(=O)c1c(C)n(-c2ccc(Br)cc2)c2ccc(O)cc12	3	0.0	3	-0.8
Cc1nc(-c2cccnc2)sc1CCNS(=O)(=O)c1ccc(F)cc1	0	0.2	-23	1.9
Cc1ccc(C(=O)COC(=O)c2ccncc2)cc1[N+](=O)[O-]	3	0.0	1	1.8
Cc1cnc(C)c(-c2ccc3c(c2)CC(CNC(=O)C24CC5CC(CC(C5)C2)C4)O3)n1 (stereo unspecified)	4	0.1	6	1.1
O=C1CS/C(=N/N=C/c2ccccc2)N1c1ccc(O)cc1	11	0.2	12	0.2
Cc1onc(-c2ccccc2)c1C(=O)NCCc1ccc(F)cc1	-3	-0.1	-5	-0.7
NC(=O)C1CC(O)CN1c1nc(-c2cccnc2)nc2ccccc12 (stereo unspecified)	5	-0.1	-1	-0.4
CCOc1ccc(NC(=O)C2CC(=O)N(C(=N)N)C(=N)S2)cc1 (stereo unspecified)	10	0.7	-4	-0.8
CCCCC[C@H](O)/C=C/[C@@H]1[C@H]2C/C=C\CCCC(=O)O[C@H]2C[C@H]1O	-17	nt	nt	-1.1
CC(C)OCCCNC(=O)Cn1cnc2c1c(=O)n(C)c(=O)n2C	1	0.6	0	-0.9
CCN(CC)C(=S)SCCC(=O)NC(=O)Nc1ccc(F)cc1	1	-0.5	14	24*
CC1CCN(c2nc(-c3ccc(C(C)(C)C)cc3)nc3ccccc23)CC1	-3	0.1	49*	-0.3
COc1ccc(N2CCN(Cc3cc(=O)c(OC)cn3CC(=O)NCc3ccccc3)CC2)cc1	9	0.1	-4	-1.8

Compounds as they come; any-hit rate near 3.4%.
